Gal4-VP16 FLuc – Gal4-VP16 reporter inhibition counter-screen | Drosophila S2 Gal4-VP16 UAS-luciferase, luminescence, 20 h | Potency, µM (highest dose often 53.6 µM), for inactives: at the top dose activity, negative = inhibition, usual class: inhibitors | hit rate 3.5% among 310,000;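 further: Gal4-VP16 expression switched on by copper sulfate through the metallothionein promoter; potency means the concentration at half of the fitted maximal effect; on the % scale 0 is the no-effect control and ±100 the full control effect; nearly all actives have a fitted effect of over 50% in size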
p53 reactivator – mutant p53 re-activation in reporter cells; Potency, µM (highest dose often 92.2 µM), without a hit: at the top dose activity change, positive = activation, usual class: activators; H1299 p53-A138V BP100-luciferase reporter, luminescence, 24 h; AID 504706; hit rate 0.063% among 320,000; further: potency means the concentration at half of the fitted maximal effect; % of control where 0% means no effect; nearly all actives have a fitted effect of over 45% in size
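p53-null H1299 cells stably carrying temperature-sensitive p53-A138V and a BP100-luciferase reporter were pinned with compounds (4-point, 1:5 series) and held 24 hrs at 37 deg C. Luminescence was read 10 min after detection reagent.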
NPC1 prom act – activators of NPC1 promoter; Huh7 NPC1 promoter luciferase reporter, 24 h; Potency, µM (doses to about 9.22 µM), for inactives: top-dose activation, usual class: activators; hit rate 2.4% among 320,000; AID 485313;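 further: potency means the concentration at half of the fitted maximal effect; % of control where 0% means no effect; nearly all actives have a fitted effect of over 60% in size; reporter is driven by a mutant NPC1 promoter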
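Readout is luciferase luminescence, reflecting NPC1 promoter activation in stably transfected Huh7 cells after 24 h compound exposure at 37 °C in reduced-serum medium with 10% FBS.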
Rab9 prom act – Rab9 promoter activation; AID 485297; Huh7 Rab9 promoter-luciferase reporter, luminescence, 24 h; Potency, µM (top dose mostly 9.22 µM), for the others: at the top dose activation, negative = inhibition, actives largely listed as activators; hit rate 2.8% among 320,000; further: potency means the concentration at half of the fitted maximal effect; % of control where 0% means no effect; nearly all actives have a fitted effect of over 60% in size
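Huh7 cells stably carrying Rab9 promoter–luciferase reporter, plated 1500 cells/well, compound added after 2 h and incubated 24 h at 37 °C; luciferase luminescence then read after 10 min with detection reagent.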
FLuc modulator – counter-screen for miR-21 project: firefly luciferase inhibitors or activators. Potency, µM (top dose mostly 57.5 µM), inactives show at the highest dose activity change, negative = inhibition, most hits filed as inhibitors. purified FLuc, Km substrates, luminescence inhibition. P08659. hit rate 6.9% among 360,000. AID 588342;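 further: potency means the concentration at half of the fitted maximal effect; plate controls were vehicle for no effect and reference inhibitor for full effect; nearly all actives have a fitted effect of over 55% in size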
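Purified P. pyralis luciferase (10nM final) with 10uM D-luciferin and 10uM ATP (Km levels) in 50mM Tris acetate pH 7.5, 10mM Mg acetate, 0.01% Tween-20, 0.05% BSA; qHTS 6-point titration, ~60 µM downward; luminescence read.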
Menin MLL FP TR – inhibitors of human menin-MLL interaction, mutant MLL peptide; O00255; Menin + Texas Red MLL mutant peptide, fluorescence polarization; Potency, µM (titrated, usually from 61.6 µM), for the others: at the top dose FP activity change, negative = inhibition, actives largely listed as inhibitors; hit rate 0.23% among 270,000; AID 1768; active means well fitted inhibition curve with a large enough effect in the polarisation, with a control signal flat, not every such curve was filed as active; inconclusive means small, poorly fitted or top-dose-only effect, or effect the other way, or a change in a side signal; inactive means no such curve, though single readings can be large or run the other way; the % refers to the polarisation; further: potency means the concentration at half of the fitted maximal effect; % of control where 0% means no effect; many of its hits are not listed in these tables
Target sequence (O00255 whole entry, looked up): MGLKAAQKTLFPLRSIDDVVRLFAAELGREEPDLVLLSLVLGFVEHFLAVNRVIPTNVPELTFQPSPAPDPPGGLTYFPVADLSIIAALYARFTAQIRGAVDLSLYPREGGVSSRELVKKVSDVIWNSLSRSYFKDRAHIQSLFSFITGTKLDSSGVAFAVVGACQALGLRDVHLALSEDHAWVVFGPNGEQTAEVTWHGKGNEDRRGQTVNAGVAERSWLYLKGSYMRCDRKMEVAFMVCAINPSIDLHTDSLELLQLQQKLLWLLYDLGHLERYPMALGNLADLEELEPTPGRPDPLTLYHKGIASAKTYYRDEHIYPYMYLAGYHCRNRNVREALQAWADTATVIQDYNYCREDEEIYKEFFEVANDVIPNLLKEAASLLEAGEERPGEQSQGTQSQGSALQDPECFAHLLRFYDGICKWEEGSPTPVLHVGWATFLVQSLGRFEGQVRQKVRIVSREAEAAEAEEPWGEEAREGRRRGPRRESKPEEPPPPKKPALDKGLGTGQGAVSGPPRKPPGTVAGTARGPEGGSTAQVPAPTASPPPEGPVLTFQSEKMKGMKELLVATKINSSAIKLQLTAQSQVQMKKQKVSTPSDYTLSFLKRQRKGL
BRCA1 expr up – BRCA1 expression activation; MCF7-BRCA1-FFLuc reporter, luminescence, 48 h; response scale: scaled: vehicle 0%, 10 µM genistein 100%; Potency, µM (doses to about 46.1 µM), for inactives: at the highest dose activation, usual class: activators; hit rate 1.1% among 380,000; further: potency means the concentration at half of the fitted maximal effect; nearly all actives have a fitted effect of over 80% in size; some results filed as inactive show a strong effect at the top dose
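Luminescence from a BRCA1-driven firefly luciferase in MCF7 cells was read after 48 h compound exposure at 37 C. Data normalized against DMSO and a 10microM genistein activation control, then curve-fitted across the titration.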
PKM2 act – PKM2 (human) enzyme activation; P14618; purified PKM2, Kinase-Glo ATP luminescence, activation; response scale: 0% is enzyme alone, no compound; Potency, µM (titrated, usually from 57.5 µM), for inactives: at the highest dose activation, most hits filed as activators; hit rate 0.34% among 260,000; AID 1631; further: potency means the concentration at half of the fitted maximal effect; on the % scale 0 is the no-effect control and ±100 the full control effect; nearly all actives have a fitted effect of over 55% in size
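ATP formation by purified human PK-M2, quantified via coupled luciferase luminescence after 1 h at room temperature with 0.1 mM ADP and 0.5 mM PEP final.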
Giardia killer – Giardia lamblia killing; Giardia lamblia trophozoite viability; activity change, % at 7.66 µM, hits read low; hit rate 0.15% among 340,000; AID 540267; in the data active means activity change below about -80%; inconclusive means between about -30% and that limit;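 further: parasites exposed to compound for two days anaerobically before the ATP read; on the % scale 0 is the no-effect control and ±100 the full control effect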
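Luminescence from cellular ATP indicates surviving trophozoites (100 cells/well) following 48 hrs anaerobic compound treatment at 37 deg C; signal develops 15-30 min at room temperature.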
RORg inh – blocks mouse ROR gamma transcriptional activity; Drosophila S2 Gal4-RORgamma UAS-luciferase reporter, 20 h; hit rate 5.4% among 310,000; Potency, µM (titrated, usually from 53.6 µM), for the others: at the top dose activity change, negative = inhibition, hits mostly inhibitors; P51450; further: potency means the concentration at half of the fitted maximal effect; on the % scale 0 is the no-effect control and ±100 the full control effect; nearly all actives have a fitted effect of over 60% in size
Target sequence (P51450 whole entry, looked up, the tested form may be a part): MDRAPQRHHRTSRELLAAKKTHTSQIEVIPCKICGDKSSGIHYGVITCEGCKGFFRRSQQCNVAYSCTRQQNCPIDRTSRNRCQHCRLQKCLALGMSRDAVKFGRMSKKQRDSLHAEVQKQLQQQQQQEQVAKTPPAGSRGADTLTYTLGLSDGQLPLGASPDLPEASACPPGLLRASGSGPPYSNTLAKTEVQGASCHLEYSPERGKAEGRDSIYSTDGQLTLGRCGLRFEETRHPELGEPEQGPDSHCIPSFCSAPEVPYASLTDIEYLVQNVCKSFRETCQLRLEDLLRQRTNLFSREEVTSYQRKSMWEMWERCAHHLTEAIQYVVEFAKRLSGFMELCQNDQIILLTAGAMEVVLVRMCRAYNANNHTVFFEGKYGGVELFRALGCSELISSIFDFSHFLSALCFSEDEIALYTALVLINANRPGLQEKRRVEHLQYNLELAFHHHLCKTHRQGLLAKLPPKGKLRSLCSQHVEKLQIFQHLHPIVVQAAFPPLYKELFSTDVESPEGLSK
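Stably transfected Drosophila Schneider cells are the test system, with ROR gamma fused to Gal4 and luciferase under UAS control; luminescence is read after 20 hr of 700 uM copper sulfate induction at ambient temperature.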
ELG1 genotoxic – inducers of genotoxicity in HEK293T ELG1-luciferase cells. HEK293T ELG1-luciferase reporter, luminescence, 16 h. Potency, µM (series often up to 46 µM), for inactives: at the highest dose activity change, positive = activation, usual class: activators. hit rate 1.3% among 330,000; further: potency means the concentration at half of the fitted maximal effect; % of control where 0% means no effect; nearly all actives have a fitted effect of over 60% in size
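16 hr compound incubation (37 °C, 5% CO2) of HEK293T cells carrying luciferase-tagged ELG1; luciferase then measured by ONE-Glo luminescence after 30 min at RT.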
Active calls of the source: *; [ ] = another dose, or the depositor's remark. Unless noted, the call rests on the fitted dose curve; in most records, active means well fitted curve in the direction sought with a large enough effect; inconclusive means small, poorly fitted or top-dose-only effect, or another doubt; inactive means no such curve, though single readings can be large; an effect the other way counts as inactive or inconclusive.

COC(=O)c1c(C(=O)OC)c2ccccn2c1C(=O)c1ccc([N+](=O)[O-])cc1 was read as Gal4-VP16 FLuc -12%, p53 reactivator 3%, NPC1 prom act 0%, Rab9 prom act -9%, FLuc modulator 1%, Menin MLL FP TR 7%, BRCA1 expr up -3%, Giardia killer -29, RORg inh -7% and ELG1 genotoxic -6%.
`CCOC(=O)N1CCN(C(=O)CSc2nnc(Cn3c(=O)sc4ccccc43)n2C)CC1` gave Gal4-VP16 FLuc -5%, p53 reactivator -8%, NPC1 prom act -3%, Rab9 prom act 0%, FLuc modulator 1%, Menin MLL FP TR -14%, BRCA1 expr up 0%, PKM2 act 5%, Giardia killer -13, RORg inh 21% and ELG1 genotoxic 4%.
`O=C1c2ccccc2C(O)(Cc2ccccc2)N1c1ccc2c(c1)OCO2` (configuration not stated) gave Gal4-VP16 FLuc inconclusive, p53 reactivator -6%, NPC1 prom act 0%, Rab9 prom act -2%, FLuc modulator -5%, Menin MLL FP TR 44%[activator], BRCA1 expr up -4%, PKM2 act 8%, Giardia killer 2, RORg inh -2% and ELG1 genotoxic -1%.
Screening CCOC(=O)c1c(-c2ccccc2)csc1NC(=O)c1cc2ccccc2oc1=O returned Gal4-VP16 FLuc -8%, p53 reactivator 24%, NPC1 prom act -4%, Rab9 prom act -2%, FLuc modulator 3%, Menin MLL FP TR 2%, BRCA1 expr up 3%, PKM2 act -1%, Giardia killer 7, RORg inh -12% and ELG1 genotoxic 12%.
Screening CCc1nc2ccc(C(=O)Nc3cccc(C(C)=O)c3)cc2nc1CC returned Gal4-VP16 FLuc -17%, p53 reactivator -34%[inhibitor], NPC1 prom act 10%, Rab9 prom act -4%, FLuc modulator inconclusive, Menin MLL FP TR 3%, BRCA1 expr up 23%, PKM2 act -3%, Giardia killer 9, RORg inh inconclusive and ELG1 genotoxic -1%.
For CCCCn1c(N)c(N(CCOC)C(=O)C2CCN(S(=O)(=O)c3ccc(C)cc3)CC2)c(=O)[nH]c1=O the results were p53 reactivator 2%, NPC1 prom act 5%, Rab9 prom act 0%, FLuc modulator 0%, BRCA1 expr up -8%, Giardia killer -10 and ELG1 genotoxic 0%.
Cc1c([N+](=O)[O-])c(C(=O)N2CCCC2)nn1C was read as Gal4-VP16 FLuc -25%, p53 reactivator 4%, NPC1 prom act -3%, Rab9 prom act 2%, FLuc modulator -2%, Menin MLL FP TR 1%, BRCA1 expr up 8%, PKM2 act 1%, Giardia killer 4, RORg inh -15% and ELG1 genotoxic 2%.
Screening COc1cc(OC)cc(C(=O)N2CCC(C(=O)NCCc3ccccc3)CC2)c1 returned Gal4-VP16 FLuc -17%, p53 reactivator 7%, NPC1 prom act 17%, Rab9 prom act 22%, FLuc modulator -10%, Menin MLL FP TR 4%, BRCA1 expr up 14%, PKM2 act -3%, Giardia killer 6, RORg inh 3%[1.91 µM] and ELG1 genotoxic 1%.
For CC(C)C(=O)Nc1c(-c2cccs2)c(=O)c2ccccc2n1C the results were Gal4-VP16 FLuc -3%, p53 reactivator 1%, NPC1 prom act -1%, Rab9 prom act 0%, FLuc modulator -1%, BRCA1 expr up 5%, PKM2 act 0%, Giardia killer 0, RORg inh -7% and ELG1 genotoxic 0%.
Screening COc1cccc(S(=O)(=O)Nc2noc3ccccc23)c1 returned Gal4-VP16 FLuc 6%, p53 reactivator 2%, NPC1 prom act 1%, Rab9 prom act 1%[1.84 µM], FLuc modulator 8%, Menin MLL FP TR 6%, BRCA1 expr up -23%, Giardia killer -12, RORg inh -8% and ELG1 genotoxic 0%.
CCN1CCCC1CN=Cc1c(O)n(-c2ccccc2)c(=O)c2ccccc12 (configuration not stated) was read as Gal4-VP16 FLuc 13%, p53 reactivator -9%, NPC1 prom act 1%, Rab9 prom act 3%, FLuc modulator 7%, Menin MLL FP TR -1%, BRCA1 expr up 6%, PKM2 act 2%, Giardia killer 5, RORg inh -9% and ELG1 genotoxic 10%.
Screening NC(=O)c1c(NC(=O)COC(=O)c2ccc(S(=O)(=O)Nc3ccccc3)cc2)sc2c1CCCC2 returned Gal4-VP16 FLuc -7%, p53 reactivator -4%, NPC1 prom act 0%, Rab9 prom act -2%, FLuc modulator -1%, Menin MLL FP TR -29%, BRCA1 expr up -2%, PKM2 act 16%, Giardia killer 3, RORg inh 9% and ELG1 genotoxic 0%.
For CC(=O)NS(=O)(=O)c1ccc(NC(=O)c2ccccn2)cc1 the results were Gal4-VP16 FLuc 4%, p53 reactivator 5%, NPC1 prom act -6%, Rab9 prom act -18%, FLuc modulator -4%, Menin MLL FP TR -4%, BRCA1 expr up 0%, PKM2 act -32%, Giardia killer 0, RORg inh -15% and ELG1 genotoxic 0%.
For Cc1ccccc1NS(=O)(=O)c1ccc(-c2ccc(=O)[nH]n2)o1 the results were Gal4-VP16 FLuc -1%, p53 reactivator 10%, NPC1 prom act -4%, Rab9 prom act 5%, FLuc modulator 1%, Menin MLL FP TR 2%, BRCA1 expr up -9%, Giardia killer -3, RORg inh -1% and ELG1 genotoxic 3%.
Screening COc1ccc(OC)c(NC(=O)CCN2CCN(C/C=C/c3ccccc3)CC2)c1 returned Gal4-VP16 FLuc 4%, p53 reactivator 11%, NPC1 prom act -2%, Rab9 prom act -2%, FLuc modulator 0%, Menin MLL FP TR inconclusive, BRCA1 expr up -8%, PKM2 act 2%, Giardia killer -15, RORg inh -6% and ELG1 genotoxic -1%.
`O=CN1CCN(C(=O)Cc2ccc([N+](=O)[O-])cc2)CC1` gave Gal4-VP16 FLuc -1%, p53 reactivator -6%, NPC1 prom act 1%, Rab9 prom act -4%, FLuc modulator -2%, Menin MLL FP TR -7%, BRCA1 expr up 19%, PKM2 act 2%, Giardia killer -23, RORg inh 7% and ELG1 genotoxic -1%.
Screening CCOC(=O)C1CCN(C(=O)/C=C/c2ccccc2OC)CC1 returned Gal4-VP16 FLuc -7%, p53 reactivator -1%, NPC1 prom act 1%, Rab9 prom act -1%, FLuc modulator -5%, Menin MLL FP TR 0%, BRCA1 expr up 34%, PKM2 act 5%, Giardia killer -7, RORg inh -5% and ELG1 genotoxic 1%.
Screening Cc1noc(C)c1CS(=O)(=O)c1ccc([N+](=O)[O-])cc1 returned Gal4-VP16 FLuc 2%, p53 reactivator 2%, NPC1 prom act -4%, Rab9 prom act 12%, FLuc modulator 7%, Menin MLL FP TR 26%, BRCA1 expr up -24%, PKM2 act 4%, Giardia killer 9, RORg inh -10% and ELG1 genotoxic -4%.
COC(=O)c1ccc(-n2nnnc2SCC(=O)Nc2ccccc2OC)cc1 was read as Gal4-VP16 FLuc -22%, p53 reactivator -19%, NPC1 prom act 4%, Rab9 prom act 0%, FLuc modulator 1%, Menin MLL FP TR -6%, BRCA1 expr up 13%, PKM2 act 2%, Giardia killer 1, RORg inh 33% and ELG1 genotoxic -1%.
Screening CCc1ccccc1NC(=O)N1CCc2ccccc21 returned Gal4-VP16 FLuc 22%, p53 reactivator 4%, NPC1 prom act 1%, Rab9 prom act 3%, FLuc modulator inconclusive, BRCA1 expr up 39%, PKM2 act -4%, Giardia killer 2, RORg inh 12% and ELG1 genotoxic 11%.
`Cc1nn(-c2ccc(F)cc2)c2nc(N)c(C#N)c(-c3cccs3)c12` gave Gal4-VP16 FLuc -17%, p53 reactivator 20%, NPC1 prom act -1%, Rab9 prom act -6%, FLuc modulator -4%, Menin MLL FP TR 0%, BRCA1 expr up -50%, PKM2 act -3%, Giardia killer 0, RORg inh 32% and ELG1 genotoxic -10%.
Screening COCCn1nnnc1C(c1ccc(OC)c(OC)c1)N1CCN(c2nc3ccccc3s2)CC1 (configuration not stated) returned Gal4-VP16 FLuc 1%, p53 reactivator -11%, NPC1 prom act 1%, Rab9 prom act -3%, FLuc modulator 4%, Menin MLL FP TR -1%, BRCA1 expr up -62%[inhibitor], PKM2 act 1%, Giardia killer 7, RORg inh -26% and ELG1 genotoxic -5%.

Structural class: the entries above with an NH in an aromatic ring (2)
For CCCCn1c(N)c(N(CCOC)C(=O)C2CCN(S(=O)(=O)c3ccc(C)cc3)CC2)c(=O)[nH]c1=O the results were p53 reactivator 2%, NPC1 prom act 5%, Rab9 prom act 0%, FLuc modulator 0%, BRCA1 expr up -8%, Giardia killer -10 and ELG1 genotoxic 0%.
For Cc1ccccc1NS(=O)(=O)c1ccc(-c2ccc(=O)[nH]n2)o1 the results were Gal4-VP16 FLuc -1%, p53 reactivator 10%, NPC1 prom act -4%, Rab9 prom act 5%, FLuc modulator 1%, Menin MLL FP TR 2%, BRCA1 expr up -9%, Giardia killer -3, RORg inh -1% and ELG1 genotoxic 3%.

These rows are one share of the data, so the mix of outcomes need not match the whole.
